Tcruzi prolif: T. cruzi intracellular proliferation inhibitors, primary screen, cell-based, beta-gal Tulahuen parasites, NIH3T3 host, luminescence. hit rate 5.9% among 77,000. inhibition, % at 8.34 µM. T. cruzi beta-gal in NIH3T3, GalScreen luminescence, 90 h;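 active = mean inhibition above about 93%, with at least 55% of replicates each passing it, limit read from the data, passing the limit was not always enough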
Pf Dd2 growth: P. falciparum Dd2 growth inhibitors, primary screen, SYBR Green fluorescence, single dose replicates; 72 h; active compounds read low; activity change, % at 10 µM; hit rate 2.3% among 94,000; AID 1159554, 2015; in the data active = activity change below about -80%
C diff growth: C. difficile growth inhibitors, primary screen, HTS. Clostridium difficile clinical isolate growth, OD600, 24 h; active compounds read low. growth activity, negative = inhibition, % at 16 µg/mL (by protocol). hit rate 0.25% among 86,000. AID 1259249, 2017;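 active = mean growth activity at or below -80% and every replicate also at or below -80%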;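 also: 0% = DMSO wells and -100% = levofloxacin 16 µg/mL wells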
KDM4C inh: inhibitors of GASC-1 (KDM4C) histone demethylase, primary screen, biochemical, single concentration HTS | inhibition, % at 12.5 µM | GST-KDM4C 2-372, H3K9me3 peptide, LANCE TR-FRET | AID 720574, 2013 | hit rate 0.15% among 96,000 | Lysine-specific demethylase 4C (Homo sapiens), Q9H3R0;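 active = mean replicate inhibition above about 25%, with at least 55% of replicates also reaching it, limit read from the data, passing the limit was not always enough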
Target sequence (Q9H3R0 2-372 limits assumed): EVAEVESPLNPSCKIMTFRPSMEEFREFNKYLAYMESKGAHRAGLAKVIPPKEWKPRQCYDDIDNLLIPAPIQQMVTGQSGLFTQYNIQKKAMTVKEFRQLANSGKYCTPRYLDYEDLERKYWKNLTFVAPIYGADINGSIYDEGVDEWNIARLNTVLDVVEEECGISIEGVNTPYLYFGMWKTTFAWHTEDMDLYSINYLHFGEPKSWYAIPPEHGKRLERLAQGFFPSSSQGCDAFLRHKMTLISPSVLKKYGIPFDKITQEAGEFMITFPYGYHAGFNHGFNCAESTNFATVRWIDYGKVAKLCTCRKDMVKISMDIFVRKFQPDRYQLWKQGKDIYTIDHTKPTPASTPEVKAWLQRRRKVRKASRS
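Material: N-terminal GST-fused human GASC-1 (KDM4C) fragment, residues 2-372. Input: 10 nM enzyme. Incubation: enzyme reaction 30 min, then detection 60 min, both room temperature. Doses: one test concentration per compound. Read-out basis: inhibition from TR-FRET ratio decrease. Detection: LANCE TR-FRET, excitation 340 nm, emissions 618 and 671 nm.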
Active calls of the source: *; · = no result given; & = joins results of further samples.

#	canonical_smiles	Tcruzi prolif	Pf Dd2 growth
1	CCC(=O)N(C)C[C@H]1Oc2ncc(C#CC(C)C)cc2C(=O)N([C@@H](C)CO)C[C@@H]1C	·	12.6
2	COc1ccccc1C#Cc1ccc2c(c1)[C@@H]1[C@@H](CCN1S(=O)(=O)c1cn(C)cn1)[C@@H](CO)N2	56.0	14.3
3	CN(C)C(=O)c1cccc(-c2ccc([C@H]3[C@H]4CN(C(=O)C5CCCC5)CCCCN4[C@H]3CO)cc2)c1	3.9	35.4
4	C[C@@H]1CCCCO[C@H](CN(C)C(=O)CCC(F)(F)F)[C@@H](C)CN([C@H](C)CO)C(=O)c2cc(NC(=O)c3ccncc3)ccc2O1	-1.1	7.4
5	Cc1ccc(S(=O)(=O)N2CC[C@@H]3[C@@H](CO)Nc4ccc(C#Cc5cccc(F)c5)cc4[C@@H]32)cc1	99.2*	-14.2
6	C[C@@H]1CN([C@H](C)CO)C(=O)c2cc(NC(=O)Cc3ccccc3)ccc2O[C@@H](C)CCCCO[C@H]1CN(C)C(=O)Nc1ccc(F)cc1	66.1	-44.7
7	O=C(NCC[C@H]1CC[C@H](NC(=O)c2ccccc2F)[C@@H](CO)O1)c1cnccn1	·	10.7
8	CCC(=O)N1CC(=O)N2[C@@H](CO)[C@H](c3ccc(-c4ccc(C#N)cc4)cc3)[C@@H]2C1	·	-18.0
9	O=C(c1ccccc1)N1CC[C@H]2[C@H](CO)Nc3ccc(C#Cc4cccc(F)c4)cc3[C@H]21	121.6*	-34.0
10	O=C(C[C@@H]1CC[C@H](NC(=O)c2ccc3c(c2)OCO3)[C@@H](CO)O1)NC1Cc2ccccc2C1	11.4	4.5
11	O=C(C[C@H]1CC[C@H](NC(=O)C2CCC2)[C@@H](CO)O1)NCCCN1CCOCC1	·	25.2
12	COCCNC(=O)C[C@@H]1C[C@H]2c3cc(NC(=O)NC4CCCC4)ccc3O[C@H]2[C@@H](CO)O1	6.4	36.0
13	CCNC(=O)C[C@@H]1CC[C@@H]2[C@H](COc3ccc(NC(C)=O)cc3C(=O)N2C)O1	57.9	-11.3
14	COc1ccc(NC(=O)Nc2ccc3c(c2)C(=O)N([C@@H](C)CO)C[C@H](C)[C@H](CN(C)Cc2ccc(C(=O)Nc4ccccc4N)cc2)O3)cc1	40.1	-6.5
15	C[C@H]1CN([C@@H](C)CO)C(=O)Cc2cc(NS(=O)(=O)c3cccs3)ccc2O[C@@H]1CN(C)Cc1ccc(-c2ccccc2)cc1	73.4	-7.3

#	C diff growth	KDM4C inh
1	·	-3.0
2	0.0	-0.2
3	-8.0	·
4	-0.9	·
5	7.9	-0.5
6	-2.9	0.8
7	-0.9	5.6
8	-5.8	-2.0
9	41.7	-0.1
10	·	0.6
11	-0.9	5.8
12	-0.8	1.3
13	-5.5	0.7
14	-4.6	0.1
15	43.5	9.3

Part of the list above in order of length of the SMILES, high to low.
#	canonical_smiles	Tcruzi prolif	Pf Dd2 growth
6	C[C@@H]1CN([C@H](C)CO)C(=O)c2cc(NC(=O)Cc3ccccc3)ccc2O[C@@H](C)CCCCO[C@H]1CN(C)C(=O)Nc1ccc(F)cc1	66.1	-44.7
15	C[C@H]1CN([C@@H](C)CO)C(=O)Cc2cc(NS(=O)(=O)c3cccs3)ccc2O[C@@H]1CN(C)Cc1ccc(-c2ccccc2)cc1	73.4	-7.3
5	Cc1ccc(S(=O)(=O)N2CC[C@@H]3[C@@H](CO)Nc4ccc(C#Cc5cccc(F)c5)cc4[C@@H]32)cc1	99.2*	-14.2
10	O=C(C[C@@H]1CC[C@H](NC(=O)c2ccc3c(c2)OCO3)[C@@H](CO)O1)NC1Cc2ccccc2C1	11.4	4.5
12	COCCNC(=O)C[C@@H]1C[C@H]2c3cc(NC(=O)NC4CCCC4)ccc3O[C@H]2[C@@H](CO)O1	6.4	36.0
8	CCC(=O)N1CC(=O)N2[C@@H](CO)[C@H](c3ccc(-c4ccc(C#N)cc4)cc3)[C@@H]2C1	·	-18.0
1	CCC(=O)N(C)C[C@H]1Oc2ncc(C#CC(C)C)cc2C(=O)N([C@@H](C)CO)C[C@@H]1C	·	12.6
13	CCNC(=O)C[C@@H]1CC[C@@H]2[C@H](COc3ccc(NC(C)=O)cc3C(=O)N2C)O1	57.9	-11.3
7	O=C(NCC[C@H]1CC[C@H](NC(=O)c2ccccc2F)[C@@H](CO)O1)c1cnccn1	·	10.7

#	C diff growth	KDM4C inh
6	-2.9	0.8
15	43.5	9.3
5	7.9	-0.5
10	·	0.6
12	-0.8	1.3
8	-5.8	-2.0
1	·	-3.0
13	-5.5	0.7
7	-0.9	5.6

Following part.
#	canonical_smiles	Tcruzi prolif	Pf Dd2 growth
16	Cc1ccc(S(=O)(=O)Nc2ccc3c(c2)C(=O)N([C@H](C)CO)C[C@@H](C)[C@H](CN(C)S(C)(=O)=O)O3)cc1	12.8	19.2
17	C[C@@H]1CN([C@H](C)CO)C(=O)Cc2cc(NC(=O)C3CCCCC3)ccc2O[C@H]1CN(C)S(=O)(=O)c1cn(C)cn1	-2.9	41.9
18	C[C@H]1CN([C@@H](C)CO)C(=O)c2cc(NC(=O)Nc3ccccc3)ccc2O[C@H]1CN(C)Cc1ccc(Oc2ccccc2)cc1	9.4	29.1
19	C[C@@H]1CN([C@H](C)CO)C(=O)c2cc(NC(=O)Nc3ccc(F)cc3)ccc2O[C@@H]1CN(C)CC1CCCCC1	13.9	6.4
20	O=S(=O)(c1cccs1)N1CCCCN2[C@H](C1)[C@H](c1ccc(Br)cc1)[C@@H]2CO	108.7*	-16.8
21	COc1ccc2c3c(n(C)c2c1)[C@@H](CO)N(CC1CC1)CC31CCN(C(=O)c2ccc3c(c2)OCO3)CC1	·	-58.4
22	COCC(=O)N(C)C[C@H]1Oc2ncc(-c3ccccc3OC)cc2C(=O)N([C@@H](C)CO)C[C@H]1C	·	25.6
23	CCCC#Cc1ccc2c(c1)O[C@@H](CN(C)C(=O)c1cnccn1)[C@H](C)CN([C@H](C)CO)S2(=O)=O	69.1	-19.2
24	O=C(Nc1ccccc1)N1CCCCN2[C@H](C1)[C@@H](c1ccc(-c3ccccc3F)cc1)[C@@H]2CO	73.4	-11.2
25	C[C@@H]1CN([C@@H](C)CO)C(=O)c2cc(NC(=O)C3CCCCC3)ccc2O[C@@H]1CN(C)Cc1ccc(C(=O)Nc2ccccc2N)cc1	74.7	-88.5*
26	O=C(C[C@H]1CC[C@H]2[C@@H](COC[C@@H](O)CN2C(=O)c2cnccn2)O1)NCc1ccc(Cl)cc1	31.2	10.5
27	CCS(=O)(=O)N1CC2(CN(Cc3ccc(OC)cc3)[C@H](CO)c3c2c2ccc(OC)cc2n3C)C1	·	-27.7
28	Cc1noc(C)c1S(=O)(=O)N(C)C[C@@H]1OCCCC[C@H](C)Oc2ccc(NC(=O)NC3CCCCC3)cc2C(=O)N([C@H](C)CO)C[C@@H]1C	63.4	-47.3
29	Cc1noc(C)c1S(=O)(=O)Nc1ccc2c(c1)C(=O)N([C@@H](C)CO)C[C@@H](C)[C@@H](CN(C)Cc1ccc3c(c1)OCO3)OCCCC[C@@H](C)O2	54.5	-71.5
30	COc1ccc(NC(=O)Nc2ccc3c(c2)C(=O)N([C@@H](C)CO)C[C@H](C)[C@@H](CN(C)S(=O)(=O)c2ccc(C)cc2)OCCCC[C@@H](C)O3)cc1	97.5*	-83.2*

#	C diff growth	KDM4C inh
16	0.4	-1.2
17	5.8	-1.9
18	47.5	-1.5
19	-0.4	-0.5
20	12.2	3.8
21	-1.1	1.6
22	-1.9	-0.6
23	-3.4	9.4
24	29.4	-0.7
25	-1.5	-2.5
26	·	-0.3
27	1.9	-0.7
28	-7.4	-0.2
29	2.0	-1.5
30	·	0.2

Further records
#	canonical_smiles	Tcruzi prolif	Pf Dd2 growth
31	COc1ccc(NC(=O)Nc2ccc3c(c2)C(=O)N([C@H](C)CO)C[C@@H](C)[C@@H](CN(C)S(=O)(=O)c2ccc(C)cc2)OCCCC[C@H](C)O3)cc1	-79.5	-75.1
32	CCCNC(=O)C[C@H]1CC[C@@H]2[C@H](COC[C@@H](O)CN2Cc2cccc(F)c2)O1	-8.0	1.0
33	C[C@@H](O)C#Cc1cnc2c(c1)C(=O)N([C@@H](C)CO)C[C@H](C)[C@@H](CN(C)Cc1ccccn1)O2	-42.7	12.8
34	C[C@H]1CN([C@@H](C)CO)C(=O)Cc2cc(NC(=O)Nc3ccc(F)cc3)ccc2O[C@@H]1CN(C)Cc1ccc(C(F)(F)F)cc1	47.2	-14.0
35	O=C(C[C@@H]1C[C@H]2c3cc(NC(=O)c4cccnc4)ccc3O[C@H]2[C@@H](CO)O1)NCc1ccc(Oc2ccccc2)cc1	·	9.1
36	COCC(=O)N1CC2(CCN(Cc3ccccc3)CC2)c2c(n(C)c3cc(OC)ccc23)[C@H]1CO	·	8.7
37	C[C@H]1CN([C@@H](C)CO)C(=O)c2cccc(NC(=O)NC3CCCCC3)c2O[C@H]1CN(C)Cc1ccccc1	-63.0	-4.3
38	Cc1noc(C)c1S(=O)(=O)Nc1ccc2c(c1)C(=O)N([C@@H](C)CO)C[C@@H](C)[C@H](CN(C)C(=O)Nc1ccc(F)cc1)OCCCC[C@@H](C)O2	12.4	-47.0
39	CN(C)C(=O)C[C@H]1C=C[C@@H](NS(=O)(=O)c2ccccc2)[C@@H](CO)O1	-7.2	7.6
40	C[C@H](CO)N1C[C@H](C)[C@H](CN(C)C(=O)C2CCCCC2)Oc2cc(-c3ccc(C(=O)N(C)C)cc3)ccc2S1(=O)=O	65.1	-38.6
41	C[C@H]1CN([C@@H](C)CO)S(=O)(=O)c2ccc(-c3cccc(C(=O)N(C)C)c3)cc2O[C@@H]1CN(C)C	53.7	17.4
42	C[C@H]1CN([C@@H](C)CO)C(=O)c2ccccc2-c2ccccc2CO[C@H]1CN(C)C(=O)Nc1ccc(-c2ccccc2)cc1	·	-74.8
43	Cc1noc(C)c1NC(=O)Nc1ccc2c(c1)C(=O)N([C@H](C)CO)C[C@@H](C)[C@H](CN(C)C)O2	·	21.8
44	C[C@H](CO)N1C[C@H](C)[C@@H](CN(C)Cc2ccc3c(c2)OCO3)Oc2ccc(NC(=O)Cc3ccccc3)cc2C1=O	8.6	-12.7
45	Cc1ccc(S(=O)(=O)Nc2ccc3c(c2)C(=O)N([C@H](C)CO)C[C@@H](C)[C@@H](CN(C)S(=O)(=O)c2ccc(C)cc2)OCCCC[C@H](C)O3)cc1	103.2*	-84.3*

#	C diff growth	KDM4C inh
31	·	1.3
32	0.9	0.6
33	0.0	2.3
34	34.7	0.9
35	1.7	-2.6
36	-0.4	0.7
37	-0.2	2.5
38	8.3	-0.8
39	·	1.0
40	1.9	1.5
41	2.4	0.7
42	-4.1	-1.5
43	-4.0	-0.4
44	-1.5	0.8
45	·	-0.8

Other results.
#	canonical_smiles	Tcruzi prolif	Pf Dd2 growth
46	O=C(C[C@H]1CC[C@@H]2[C@H](COC[C@H](O)CN2CCC(F)(F)F)O1)NCc1ccc2c(c1)OCO2	-22.4	13.4
47	Cc1noc(C)c1S(=O)(=O)N(C)C[C@H]1OCCCC[C@@H](C)Oc2ccc(NS(=O)(=O)c3ccc(F)cc3)cc2C(=O)N([C@H](C)CO)C[C@@H]1C	2.9	-33.5
48	O=C(C[C@@H]1C[C@H]2c3cc(NC(=O)NC4CCCC4)ccc3O[C@H]2[C@H](CO)O1)NCC(F)(F)F	·	4.3
49	CC(C)NC(=O)N1[C@H](CO)[C@@H](c2ccccc2-c2ccc(F)cc2)[C@@H]1C#N	·	-5.8
50	COC(=O)C[C@H]1CC[C@@H]2[C@H](COC[C@@H](O)CN2S(=O)(=O)c2ccc(F)cc2)O1	9.6	15.0
51	C[C@@H]1CN([C@H](C)CO)C(=O)c2cc(NC(=O)c3ccccc3)ccc2O[C@@H](C)CCCCO[C@@H]1CN(C)C(=O)C1CCCCC1	-21.8	-84.0*
52	COc1ccc(-c2cnc3c(c2)C(=O)N([C@H](C)CO)C[C@@H](C)[C@@H](CN(C)S(C)(=O)=O)O3)cc1	30.2	-23.7

#	C diff growth	KDM4C inh
46	3.6&-2.0	2.7
47	-6.8	0.1
48	1.8	-0.8
49	15.3	-1.4
50	-5.8&-7.9	-0.6
51	6.3	2.6
52	-14.2	-2.5
